# IL2 activator = activators of IL-2. 360,000 tested, 0.065% active. AID 652025. IL-2 activation reporter assay, cell-based qHTS; stimulated with anti-CD3/CD4/CD28 beads; in transgenic mouse T cells. activation, % (series mostly up to about 46 µM); in the data active = activation above about 50%; inconclusive = mostly about 30% to 49%; note: 0% is about no effect
#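 Screening format: compound pinned onto unstimulated transgenic mouse T cells, 60 min incubation, then anti-CD3/anti-CD4/anti-CD28 bead stimulation for 18 hours at 37 degrees C, followed by EGFP and DsRed detection.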
# GLP1R ag = activates the human GLP-1 receptor. P43220. HEK293 GLP-1R CRE-luciferase, luminescence, 4-6 h; cells express a hypersensitive GLP-1R form. Potency, µM (titrated, usually from 45.6 µM), without a hit: top-dose activation, usual class: activators. 380,000 tested, 0.007% active. AID 624172; note: potency is the fitted concentration of half-maximal effect; % of control where 0% means no effect
# Target sequence (P43220 whole entry, looked up): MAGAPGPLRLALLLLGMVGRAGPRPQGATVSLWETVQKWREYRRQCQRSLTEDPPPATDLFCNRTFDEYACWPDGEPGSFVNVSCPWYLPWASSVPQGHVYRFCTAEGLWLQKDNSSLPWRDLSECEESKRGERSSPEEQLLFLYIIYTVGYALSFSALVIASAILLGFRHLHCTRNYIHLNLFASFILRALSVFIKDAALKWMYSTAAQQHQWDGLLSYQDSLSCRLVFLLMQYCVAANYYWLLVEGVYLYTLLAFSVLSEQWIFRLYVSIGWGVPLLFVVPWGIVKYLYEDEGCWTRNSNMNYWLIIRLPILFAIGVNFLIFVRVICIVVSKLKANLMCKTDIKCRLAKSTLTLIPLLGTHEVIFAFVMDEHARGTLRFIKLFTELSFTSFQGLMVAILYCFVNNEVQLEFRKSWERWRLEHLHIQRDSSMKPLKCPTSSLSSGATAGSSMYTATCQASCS
# EPAC1 agonist = activates human EPAC1 exchange factor | Potency, µM (top dose mostly 154 µM), without a hit: at the top dose activation, usual class: activators | EPAC1 agonist qHTS, biochemical assay; response scale: 100% = response to 6.5 mM cAMP | 360,000 tested, 0.073% active | AID 720707; note: potency is the fitted concentration of half-maximal effect; nearly all actives have a fitted effect of over 60% in size
#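 Nucleotide exchange by EPAC1 (100 nM) on Rap1B–BODIPY-GDP (250 nM) in the presence of 50 uM GDP is tracked fluorescently at 480/540 nm over 30 min. Signals are normalized to a 6.5 mM cAMP control.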
# PI5P4Ka inh = PI5P4K alpha (human) kinase inhibition; PI5P4Kalpha enzyme, ADP-Glo luminescence, 60 min; active compounds read low; AID 652105; max response, %; 330,000 tested, 1.2% active; P48426; active = max response of -50% or lower; inconclusive = between -30% and -50%; inactive = -30% or higher; note: value at the top dose of about 77 µM; % is set by controls: 0 for no effect and ±100 for the full control effect
# Target sequence (P48426 whole entry, looked up): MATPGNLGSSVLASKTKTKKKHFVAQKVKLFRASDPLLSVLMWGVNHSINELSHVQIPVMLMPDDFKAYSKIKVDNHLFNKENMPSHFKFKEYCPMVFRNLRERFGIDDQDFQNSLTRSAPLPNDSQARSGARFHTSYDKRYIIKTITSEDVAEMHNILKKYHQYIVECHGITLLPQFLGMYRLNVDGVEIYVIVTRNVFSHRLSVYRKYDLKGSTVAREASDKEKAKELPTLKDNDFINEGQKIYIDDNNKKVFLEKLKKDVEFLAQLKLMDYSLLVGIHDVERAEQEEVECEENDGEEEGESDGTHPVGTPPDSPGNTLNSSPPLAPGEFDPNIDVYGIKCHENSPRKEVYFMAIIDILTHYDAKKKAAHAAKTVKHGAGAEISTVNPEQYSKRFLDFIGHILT
#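 Single end-point luminescence (ADP-Glo) quantified ADP from PI5P4Kalpha turnover; ATP 5 microM final, 1 h at RT, 0.1% CHAPS and 0.28 mM EGTA in HEPES pH 7.4.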
# GLP1R cytotox = cytotoxic in the GLP-1 receptor inverse agonist counter-screen. HEK293 cAMP-luciferase reporter cells, luminescence, 24 h. Potency, µM (top dose mostly 38.3 µM), for the others: at the top dose activity change, negative = inhibition, usual class: inhibitors. 410,000 tested, 0.13% active;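 note: loss of luciferase light is scored as toxicity; potency is the fitted concentration of half-maximal effect; % is set by controls: 0 for no effect and ±100 for the full control effect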
#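 Luminescence readout: signal drop marks cytotoxicity. Plated cells grew 12 h at 37 °C, 5% CO2, received 23 nL compound for 24 h, then got luciferase reagent, read after 12 min at RT.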
# EPAC1 antagonist = blocks human EPAC1 exchange factor. O95398. EPAC1 GEF assay, Rap1b-BODIPY-GDP exchange fluorescence. Potency, µM (highest dose often 115 µM), inactives show at the top dose activity change, negative = inhibition, hits mostly inhibitors. 360,000 tested, 0.14% active;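 note: potency is the fitted concentration of half-maximal effect; plate controls were vehicle for no effect and positive control for full effect; nearly all actives have a fitted effect of over 50% in size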
# GLP1R inv ag = inverse agonists of human GLP-1 receptor. P43220. HEK293 GLP-1R CRE-luciferase, luminescence, 24 h; GLP-1R form is constitutively active. Potency, µM (series often up to 38.3 µM), for inactives: at the highest dose activity change, negative = inhibition, usual class: inhibitors. 410,000 tested, 1.6% active. AID 624417; note: potency is the fitted concentration of half-maximal effect; % is set by controls: 0 for no effect and ±100 for the full control effect; nearly all actives have a fitted effect of over 55% in size
#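 Readout was luciferase luminescence, measured 12 min after detection reagent at room temperature. Beforehand, GLP-1R reporter HEK293 cells had sat 12 h, then received compounds for 24 hr at 37 deg C.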
# PLK1 PBD block = blocks phosphopeptide binding to human PLK1 polo-box domain | Plk1 PBD binding of FITC phosphopeptide, fluorescence polarization | Potency, µM, for inactives: max response, negative = inhibition, usual class: inhibitors | 360,000 tested, 2.8% active | AID 720504; note: potency is the fitted concentration of half-maximal effect; series mostly up to about 57 µM; % is set by controls: 0 for no effect and ±100 for the full control effect; nearly all actives have a fitted effect of over 65% in size
# PTHR1 ag = PTHR1 (human) receptor agonism. Q03431. HEK293 GP2 PTHR1 cells, GloSensor cAMP luminescence, 1 h. Potency, µM (highest dose often 115 µM), for inactives: at the highest dose activation, actives largely listed as activators. 410,000 tested, 0.075% active; note: potency is the fitted concentration of half-maximal effect; nearly all actives have a fitted effect of over 55% in size; some results filed as inactive show a strong effect at the top dose; inactives centre near -15; many of its hits are not listed in these tables
#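 HEK-293-derived GP2 cells expressing PTHR1 and a GloSensor cAMP reporter, 3,000/well, plated overnight, given luciferin plus IBMX (each 0.5 mM as added) for 1 h at 37 °C, then compound for 1 h at 37 °C. Luminescence was read after 15 min at room temperature.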
# Numbers without * were called inactive; i = inactive; ? = inconclusive; nt = no result given; [ ] = remark or other dose. Unless noted, calls come from the whole dose curve; as a rule, active = well fitted curve in the direction sought with a large enough effect; inconclusive = small, poorly fitted or top-dose-only effect, or another doubt; inactive = no such curve, though single readings can be large; an effect the other way counts as inactive or inconclusive. These rows are one share of the data; the hit share may differ from the screen's.
SMILES,IL2 activator,GLP1R ag,EPAC1 agonist,PI5P4Ka inh,GLP1R cytotox,EPAC1 antagonist,GLP1R inv ag,PLK1 PBD block,PTHR1 ag
Cc1no[n+]([O-])c1COc1ccc(/C=C2\NC(=S)NC2=O)cc1,-0.3,-32%[inhibitor],8%,-15,-2%,2%,15%,-7%,-13%
O=C(NCc1nc(-c2ccc(C(F)(F)F)cc2)no1)Nc1cc(Cl)cc(Cl)c1,-2.8,-2%,-29%,14,?,?,?,-3%,-37%[inhibitor]
Cc1ccc(C)c(NC(=O)Cn2c(=O)n(-c3ccccc3C)c(=O)c3c2c2cc(C)ccc2n3C)c1,nt,0%,nt,nt,2%,nt,8%,nt,?
CCn1cc(C(=O)N2CCN(C3CCCCC3)CC2)c2cc(OC)c(OC)cc2c1=O,-0.5,8%,2%,-22,-12%,-1%,37%[activator],11µM*,-2%[57.5 µM]
COc1ccc2c(c1OC)C(=O)N(c1ccc(F)cc1)C2,-0.3,24%,10%,6,4%,-22%,1%,-8%,-46%[inhibitor]
COc1ccccc1OCc1ccc(C(=O)Nc2ccc(Cl)cn2)o1,0.1,8%,-8%,2,0%,17%,2%,0%,-42%[inhibitor]
CC(C)C[C@H](NC(=O)N1c2ccccc2NC(=O)[C@@H]1C(C)C)C(=O)N1CCC[C@@H]1C(=O)O,0.6,-2%,-11%,0,1%,7%,6%,4%,i
Cc1nc2ncnn2c(C)c1CCC(=O)N1CC(C)CC(C)C1 (stereo not given),0.7,-6%,0%,0,4%,-10%,2%,-6%,i
Cc1ccc(S(=O)(=O)Nc2ccc(Cl)cc2)cc1NC(=O)c1cc2c(s1)CCCC2,-0.6,-5%,4%,1,?,-18%,?,2%,-37%[inhibitor]
CC(C)(C)C(=O)CCN1C(=O)C2(OCCO2)c2ccccc21,-0.7,10%,-2%,6,7%,1%,0%,-2%,i
COc1ccc(NC(=S)NCC2CCCO2)c(OC)c1 (stereo not given),-0.5,-8%,2%,0,0%,-1%,28%,-22%,i
O=C1NC(c2cccc(Cl)c2)Oc2ccccc21 (stereo not given),1.1,-13%,9%,-7,-4%,-4%,1%,-11%,i
CC1(C)CC2(CC(c3ccccc3F)c3cc(Cl)c(O)cc3O2)NC(=S)N1 (stereo not given),-0.2,6%,-5%,7,2%,?,?,-29%,i
CCOc1ccc(C)cc1S(=O)(=O)NC1CCCCC1,-0.1,19%,-2%,nt,-7%,3%,0%,0%,-5%[57.5 µM]
O=C(NC(Cc1c[nH]c2ccccc12)c1nnc2n1CCCCC2)c1ccccc1 (stereo not given),-2.1,-5%,2%,nt,-3%,-9%,0%,-12%,-6%[57.5 µM]
CCSc1nc2ccccc2n1CCOc1ccccc1,-1.2,5%,12%,6,10%,-8%,?,-1%,-1%
Cc1ccc2nc(-c3ccccc3)c(Cc3ccccc3C(F)(F)F)n2c1,1.0,-1%,1%,1,-20%,-14%,?,2%,-45%[inhibitor]
O=C(CSc1nnnn1C1CCCC1)N1CCOCC1,0.6,-2%,1%,2,5%,-14%,-1%,-9%,i
CCOC(=O)c1sc(=S)n(CC)c1NC(=O)C1CC1,-4.7,2%,6%,6,-2%,-20%,?,-16%,i
Cc1ccc(-n2nc3c(=O)n(CC(=O)NCCc4ccccc4C)nc(C)c3c2C)cc1,-3.5,-1%,11%,4,-2%,-25%,?,-6%,-91%[inhibitor]
O=C(Cc1ccccc1)NNc1c2ccccc2nc2ccccc12,0.7,21%,-4%,1,-24%,-1%,-23%,1%,-3%
CCC(=O)Nc1c(OC(=O)CC)ccc2c(C)cc(=O)oc12,-0.7,-1%,5%,-27,147%[activator],-7%,9%,-13%,-5%
Fc1ccc(C(c2nnnn2C2CCCCC2)N2CCCC2)cc1 (stereo not given),0.2,9%,0%,5,-1%,-3%,13%,-2%,i
Cc1cccc(C2c3[nH]c4ccccc4c3CCN2C(=O)c2ocnc2C)n1 (stereo not given),-0.2,11%,5%,-1,-3%[7.66 µM],-7%,-12%[7.66 µM],-9%,-1%
O=C(C/C=N/OCc1ccc(Cl)cc1Cl)c1ccc(Cl)cc1,-0.3,-10%,4%,7,3%,2%,3%,3%,-10%[57.5 µM]

# A stretch taken from the entries so far:
SMILES,IL2 activator,GLP1R ag,EPAC1 agonist,PI5P4Ka inh,GLP1R cytotox,EPAC1 antagonist,GLP1R inv ag,PLK1 PBD block,PTHR1 ag
CC(C)C[C@H](NC(=O)N1c2ccccc2NC(=O)[C@@H]1C(C)C)C(=O)N1CCC[C@@H]1C(=O)O,0.6,-2%,-11%,0,1%,7%,6%,4%,i
Cc1nc2ncnn2c(C)c1CCC(=O)N1CC(C)CC(C)C1 (stereo not given),0.7,-6%,0%,0,4%,-10%,2%,-6%,i
Cc1ccc(S(=O)(=O)Nc2ccc(Cl)cc2)cc1NC(=O)c1cc2c(s1)CCCC2,-0.6,-5%,4%,1,?,-18%,?,2%,-37%[inhibitor]
CC(C)(C)C(=O)CCN1C(=O)C2(OCCO2)c2ccccc21,-0.7,10%,-2%,6,7%,1%,0%,-2%,i
COc1ccc(NC(=S)NCC2CCCO2)c(OC)c1 (stereo not given),-0.5,-8%,2%,0,0%,-1%,28%,-22%,i

# Later entries
SMILES,IL2 activator,GLP1R ag,EPAC1 agonist,PI5P4Ka inh,GLP1R cytotox,EPAC1 antagonist,GLP1R inv ag,PLK1 PBD block,PTHR1 ag
Cc1c(C2OC(=O)C3(CCCCC3)C(=O)C2(C)C)c(=O)n(-c2ccccc2)n1C (stereo not given),0.0,-10%,-4%,nt,-14%,6%,0%,0%,i
CC(C)c1nc(CNC(=O)CC2C(=O)NCCN2Cc2ccc(F)cc2Cl)cs1 (stereo not given),-0.5,2%,-1%,-10,2%,-5%,-14%,-27%,0%
O=C(O)Cn1c2c(c3ccccc31)CCCC2,-1.5,13%,1%,6,16%,3%,-28%,-10%,i
CN1CCCC1(C)C(=O)NCc1ccc(F)cc1Cl (stereo not given),-0.4,-5%,4%,-2,3%,-2%,16%,0%,-23%
O=C(Nc1cccc2nsnc12)c1cc2c(cc1Cl)Sc1nccn1S2(=O)=O,-2.9,-2%,-2%,-28,30%,4%,3%,?,-1%
CCn1c(SCC(=O)N2CCCCC2C)nc2c1c(=O)n(C)c(=O)n2C (stereo not given),0.5,15%,-11%,4,-4%,10%,6%,-1%,9%
CN(C)S(=O)(=O)c1ccc(NC(=O)COC(=O)c2n[nH]c3ccccc23)cc1,-0.8,-33%[inhibitor],-13%,-15,-8%,13%,0%,6%,-16%[57.5 µM]
Cc1cccn2c(=O)c3cc(C(=O)NC(C)c4ccccc4)c(=N)n(CCCn4ccnc4)c3nc12 (stereo not given),-1.2,-1%,-1%,12,35%[activator],-9%,?,6%,i
OC[C@@H]1CN(Cc2ccncc2)C[C@H](n2cnc3c(NC4CCCC4)ncnc32)O1,-0.5,13%,-1%,8,-1%,-9%,-5%,-3%,i
Cc1ccc(-n2nnnc2SCC(=O)Nc2cccnc2Cl)cc1,-2.6,7%,-8%,-7,-12%,-1%,-4%,-8%,-17%
COc1ccc(CNC(=O)C(C)N2C(=O)NC3(CCCCCCC3)C2=O)cc1 (stereo not given),-3.0,-4%,9%,11,17%,9%,-13%,-4%,i
O=C(N/N=C/c1ccccc1C(=O)O)c1ccccc1Br,-1.4,-1%,7%,-3,10%,11%,5%,-10%,i
CCO[C@@H]1OC(C(=O)Nc2ccccc2)=C[C@H](c2csc3ccccc23)[C@H]1CCCO,-0.4,4%,-4%,5,-7%,-11%,?,-9%,-32%[inhibitor]
COc1ccc([N+](=O)[O-])cc1C(=O)C(=O)c1ccccc1,-0.1,3%,9%,9,11%,5%,14%,-18%,-30%
COc1ccccc1OCCCC(=O)Nc1ccc(N2CCOCC2)cc1,-0.9,0%,2%,3,7%,7%,-6%,-2%,-10%
CCC(=O)NC(=S)NNC(=O)c1ccc(OC)cc1,-1.6,0%,1%,nt,-13%,16%,-16%,-6%,-5%[57.5 µM]
CC(C)(C)c1cc(=O)n(-c2ccccc2)[nH]1,-1.8,-3%,-3%,-3,-29%,50µM*,-20%,-8%,-26%
CCOc1nc(NC2CCCCC2)nc(NC(C)(C)C)n1,-2.5,1%,6%,4,4%,4%,5.6µM*,0%,-15%[57.5 µM]
O=C(Nc1ccccc1)C(Cc1ccccc1)c1ccccc1 (stereo not given),-4.5,4%,-5%,-2,-1%,-28%,?,-2%,i
Cc1ccc(NC(=O)C(C)c2ccc(-c3ccccc3)c(F)c2)cc1 (stereo not given),0.0,2%,4%,2,-30%,-14%,?,-2%,-21%[57.5 µM]
COc1cccc(CN2CC(C(=O)NCCCc3ccncc3)CCC2=O)c1 (stereo not given),-1.1,0%,-1%,-4,2%,4%,-15%,5%,i

# Sorted by count of non-hydrogen atoms (high to low): part of the list above
SMILES,IL2 activator,GLP1R ag,EPAC1 agonist,PI5P4Ka inh,GLP1R cytotox,EPAC1 antagonist,GLP1R inv ag,PLK1 PBD block,PTHR1 ag
Cc1ccc(NC(=O)C(C)c2ccc(-c3ccccc3)c(F)c2)cc1 (stereo not given),0.0,2%,4%,2,-30%,-14%,?,-2%,-21%[57.5 µM]
O=C(N/N=C/c1ccccc1C(=O)O)c1ccccc1Br,-1.4,-1%,7%,-3,10%,11%,5%,-10%,i
CN1CCCC1(C)C(=O)NCc1ccc(F)cc1Cl (stereo not given),-0.4,-5%,4%,-2,3%,-2%,16%,0%,-23%

# PLK1 PBD block, what is marked active above
structure	IL2 activator	GLP1R ag	PI5P4Ka inh	EPAC1 antagonist	GLP1R inv ag	PLK1 PBD block	PTHR1 ag
CCn1cc(C(=O)N2CCN(C3CCCCC3)CC2)c2cc(OC)c(OC)cc2c1=O	-0.5	8%	-22	-1%	37%[activator]	11µM*	-2%[57.5 µM]

# High-throughput results (PubChem BioAssay)
